# GSH bead fluor = compound fluorescence on glutathione beads, profiling panel, artefact control, biophysical, 488/530 nm, flow cytometry. GSH beads flow cytometry, compound fluorescence 488/530 nm; hits give high values. fluorescence (KMESF) at 10 µM. 190,000 compounds, 0.25% hits. AID 1776, 2009; in the data active = fluorescence above about 89;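 note: glutathione beads carrying GST-tagged Bcl family fusion proteins plus one bare bead set; values are compound well signal with DMSO vehicle wells as background; inactives centre near 16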
# Avidin fluor = green autofluorescence of compounds with avidin beads – biophysical, 488/530 nm, flow cytometry, artefact control, profiling panel | compound fluorescence 488/530 nm; hits give high values | fluorescence (KMESF) at 10 µM | 220,000 compounds, 0.38% hits | AID 1775, 2009; in the data active = fluorescence above about 47; note: inactives centre near 10
# Mcl1-Noxa inh = Mcl-1/Noxa binding inhibitors, primary screen, biochemical, TR-FRET, 1536-well | 220,000 compounds, 1.5% hits | TR-FRET Mcl-1/Noxa peptide binding, 2 h | inhibition, % at 21.7 µM | AID 1022, 2008;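 active = compounds that cut the protein-peptide binding signal by more than 50% relative to plate controls in a single-dose test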;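 note: His-tagged Mcl-1 with rhodamine Noxa BH3 peptide and terbium anti-His antibody; 0% = Mcl-1 plus Noxa peptide wells and 100% = peptide-only wells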
# Target sequence (Q07820 whole entry, looked up): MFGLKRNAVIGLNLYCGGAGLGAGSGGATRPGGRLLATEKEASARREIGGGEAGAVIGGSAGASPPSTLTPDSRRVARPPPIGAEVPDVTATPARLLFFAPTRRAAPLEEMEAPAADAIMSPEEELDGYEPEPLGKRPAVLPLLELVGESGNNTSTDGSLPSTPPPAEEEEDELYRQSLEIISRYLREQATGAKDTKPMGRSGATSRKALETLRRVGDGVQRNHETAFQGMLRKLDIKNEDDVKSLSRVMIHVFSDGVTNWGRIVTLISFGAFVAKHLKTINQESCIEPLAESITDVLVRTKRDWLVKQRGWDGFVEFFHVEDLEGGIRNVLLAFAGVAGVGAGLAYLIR
# Rab7 wt GTP bind = modulators of GTP binding to Rab7, primary screen, biochemical, wildtype, multiplex bead flow cytometry; GTP binding activity (percent of control), % at 10 µM; Rab7 GTPase wild type (dog), Bodipy-FL-GTP binding; GST-Rab7 beads, fluorescent GTP binding; actives lie on both sides; untreated = 100%, excess cold GTP = 0%; 190,000 compounds, 0.055% hits;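 active = fluorescent GTP binding to Rab7 beads changed by at least 20 points from the 100% baseline, either direction, mostly lower; inconclusive = compound itself probably fluorescent, or too few beads counted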;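 note: median green fluorescence of bound Bodipy-FL-GTP per Rab7 bead population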
# Cdc42 wt = modulators of GTP binding to wildtype Cdc42, primary screen, biochemical, multiplex bead flow cytometry, Bodipy-GTP. Cell division control protein 42 homolog (Homo sapiens), P60953. AID 761, 2007. 190,000 compounds, 0.2% hits. percent activity (GTP binding), % at 10 µM. GST-Cdc42 beads; actives lie on both sides;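 active = percent activity GTP binding at least 20 points away from the 100% baseline, either down as inhibitor or up as activator; inconclusive = compound flagged as likely green fluorescent from well-wide comparison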;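 note: median bead fluorescence of bound Bodipy-FL-GTP at 100 nM; 0% = excess unlabeled GTP control and 100% = no compound control; below 100% means less GTP binding so inhibitor and above means activator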
# Target sequence (P60953 whole entry, looked up): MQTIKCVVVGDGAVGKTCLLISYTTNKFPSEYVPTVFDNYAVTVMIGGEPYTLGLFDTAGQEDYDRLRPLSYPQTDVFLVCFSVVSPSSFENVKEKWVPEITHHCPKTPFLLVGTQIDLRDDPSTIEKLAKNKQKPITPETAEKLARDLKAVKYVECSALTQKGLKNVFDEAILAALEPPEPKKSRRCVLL
# Pf gametocyte = late stage P. falciparum gametocyte viability inhibitors, primary screen, ATP luminescence, HTS; P. falciparum stage V gametocytes, 24 h; inhibition, % at 10.9 µM; 150,000 compounds, 0.065% hits;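 active = inhibition above the mean plus 3 SD of compounds within the control limits, set per campaign, cut at about 38% in these data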;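 note: 0% = DMSO wells and 100% = medium only without gametocytes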
# HRas wt GTP bind = modulators of GTP binding to HRas wildtype, primary screen, biochemical, bead-based flow cytometry, multiplex. GTPase HRas (Homo sapiens), P01112. GST-Ras wt beads, Bodipy-FL-GTP binding; actives lie on both sides. GTP binding activity, % at 10 µM. 190,000 compounds, 0.14% hits. AID 759, 2007;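 active = GTP binding activity at least 20% away from the 100% baseline, either lowered as inhibitor or raised as activator; inconclusive = flagged as likely green fluorescent, judged across all proteins in the well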;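 note: 0% = unlabeled GTP competition control and 100% = no-compound control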
# Target sequence (P01112 whole entry, looked up): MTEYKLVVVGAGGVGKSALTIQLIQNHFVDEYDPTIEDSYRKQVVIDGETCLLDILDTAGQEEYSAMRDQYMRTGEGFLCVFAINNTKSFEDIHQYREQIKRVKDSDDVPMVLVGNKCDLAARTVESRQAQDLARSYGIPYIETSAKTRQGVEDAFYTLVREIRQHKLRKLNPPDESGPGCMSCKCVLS
# Rac1 act GTP bind = GTP binding modulators of activated mutant Rac1, primary screen, biochemical, bead-based flow cytometry, multiplex, fluorescent GTP | percent activity (GTP binding), % at 10 µM | AID 764, 2007 | 190,000 compounds, 0.11% hits | GST-Rac1 activated beads; actives lie on both sides; 100% means binding = to untreated wells | Ras-related C3 botulinum toxin substrate 1 (Homo sapiens), P63000;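 active = GTP binding at least 20 percentage points away from the 100% baseline, in either direction, so actives lie on both sides; inconclusive = Compound likely fluorescent itself, or too few beads counted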
# Rab2A wt mod = modulators of GTP binding to Rab2A wildtype, primary screen, biochemical, dog, bead-based flow cytometry, multiplex; Ras-related protein Rab-2A (Canis lupus familiaris), P61105; GST-Rab2 wt beads, Bodipy-GTP binding; GTP binding activity, % at 10 µM; 190,000 compounds, 0.19% hits;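 active = GTP binding activity at least 20 points away from 100%, either lowered or raised; inconclusive = signal likely due to the compound's own green fluorescence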;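 note: 0% = beads with excess unlabeled GTP and 100% = no-compound control corrected for plate trend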
# Mcl1 Bid PPI = Mcl-1/Bid binding inhibitors, primary screen, biochemical, TR-FRET, 1536-well; Induced myeloid leukemia cell differentiation protein Mcl-1 (Homo sapiens), Q07820; TR-FRET Mcl-1/Bid-Dy647 peptide binding; inhibition, % at 21.7 µM; 220,000 compounds, 0.97% hits; AID 1021, 2008;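 active = compounds that cut the binding signal by more than half at the single screening dose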;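 note: His-tagged Mcl-1 with europium anti-His antibody binding Bid BH3 peptide; 0% = Mcl-1 plus peptide wells and 100% = peptide-only wells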
# Rac1 wt modul = wildtype Rac1 GTP binding modulators, primary screen, biochemical, GST-Rac1 beads, flow cytometry, multiplex | 190,000 compounds, 0.27% hits | fluorescent GTP binding; actives lie on both sides; 0 = cold GTP competed, 100 = untreated | GTP binding activity (% of control), % at 10 µM | AID 757, 2007;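 active = GTP binding activity at least 20 points away from the 100% control level, either lower or higher; inconclusive = compound flagged as likely green fluorescent, judged across all proteins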
# Starred values were filed as active, the others as inactive; u = inconclusive; x = not tested or not shown.
SMILES,GSH bead fluor,Avidin fluor,Mcl1-Noxa inh,Rab7 wt GTP bind,Cdc42 wt,Pf gametocyte,HRas wt GTP bind,Rac1 act GTP bind,Rab2A wt mod,Mcl1 Bid PPI,Rac1 wt modul
Cc1cc(C)n(-c2cc(O)c(-n3nc(C)cc3C)cc2O)n1,11,12,35,101,98,10,98,95,95,-17,99
Cn1cc(S(=O)(=O)NCc2cccs2)c(=O)n(C)c1=O,20,6,8,99,99,x,97,97,98,-7,101
COCCn1c(C(=O)N2CCCC2)cc2c1C[C@H]1CN(C(=O)c3ccccc3)[C@@](Cc3ccc(F)cc3)(C(=O)OC)[C@@H]21,17,11,8,94,101,23,98,98,98,-15,103
CC(=O)NCCn1c(SCC(=O)NCCC2=CCCCC2)nc2ccccc2c1=O,12,9,-8,102,103,9,100,99,102,-1,103
O=C(Nc1cccc(C(F)(F)F)c1)N1CCC(c2nc(-c3ccc(F)cc3)no2)CC1,24,11,9,100,97,x,96,94,98,11,96
COc1ccc(OC(=O)c2ccc3nsnc3c2)cc1,24,10,-10,103,105,-1,102,99,104,-24,108
Cc1sc(NC(=O)c2ccccc2)c(C(=O)NC(C)C)c1C,33,14,6,102,98,-10,99,100,99,-22,102
CCc1ccc(N2CC(C(=O)Nc3cccnc3)CC2=O)cc1 (centres undefined),51,12,-2,101,105,-25,101,99,100,-17,108
COc1ccc(NC(=O)CSc2ncnc3c2cnn3CCc2ccccc2)cc1,9,0,17,97,97,x,98,96,97,-1,98
O=S(=O)(NCCc1cn2ccccc2n1)c1ccc2c(c1)OCCO2,20,8,-2,101,103,x,101,102,100,-26,106
COc1ccc(CCNC(=O)c2ccc(CSc3ccccc3)o2)cc1,12,44,-3,u,u,-3,u,u,u,2,u
CC(=O)N1C(Nc2ccc(Cl)cc2)CCN1c1ccccc1 (centres undefined),16,x,6,96,103,10,98,98,99,-43,104
CCC(C)(C)C1CCc2nc3ccccc3c(C(=O)OC(C)C(=O)Nc3c(C)n(C)n(-c4ccccc4)c3=O)c2C1 (centres undefined),10,15,2,97,94,19,99,100,99,0,102
O=C1S/C(=C/c2ccc(N3CCOCC3)o2)C(=O)N1Cc1c(F)cccc1Cl,17,11,36,109,110,4,108,108,109,32,113
O=C(Nc1cc(S(=O)(=O)Nc2ccccc2Cl)ccc1O)c1sc2cc(Cl)ccc2c1Cl,8,8,33,94,80,6,87,78*,85,17,83
CC(CC(=O)N1CCc2ccccc21)c1ccccc1 (centres undefined),9,10,-11,104,107,-2,106,100,104,-12,109
CCC(=O)Nc1cccc2cccnc12,13,8,-5,98,94,-66,94,94,96,-8,96
CCOc1ccccc1C1C2CCCCC2(O)CCN1C(=O)c1cccs1 (centres undefined),17,12,-15,100,99,20,98,100,98,5,100
COc1ccc(S(=O)(=O)N/N=c2\oc3c(OC)cccc3cc2S(=O)(=O)c2ccc(C)cc2)cc1OC,16,6,6,100,92,30,94,94,95,4,96
O=C(Cc1ccc(Br)cc1)N1CCN(c2ccccc2)CC1,13,34,0,97,102,x,101,99,99,-15,97
COC(=O)c1cc2occc2n1CC(=O)Nc1ccc(C)cc1C,36,13,-4,92,97,x,98,93,94,-21,96
CCN(CC)CCCNC(=O)CNC(=O)c1nn(-c2ccc(OC)cc2)c(=O)c2ccccc12,10,11,-23,106,103,24,100,99,102,-26,101
O=C(Nc1ccccc1)c1ccc(S(=O)(=O)NCC2CCCO2)cc1 (centres undefined),27,43,-1,102,100,x,99,96,99,0,101
O=C(O)c1cc([N+](=O)[O-])ccc1C(=O)Nc1ccccc1,13,38,1,101,104,-4,103,100,102,11,103
CCN(CC)C(=O)CCS(=O)(=O)c1cccc2nonc12,10,13,-12,103,103,13,99,96,101,-24,100
CSc1oc(-c2ccccc2)nc1C(N)=O,17,21,2,96,101,x,100,98,99,-47,100
Cc1ccc(C(=O)Nc2cccc(C(=O)N3CCOCC3)c2)cc1,3,16,-24,101,99,14,100,97,102,-13,101
CCCc1cc(C(=O)Nc2ccc(C(C)=O)cc2)no1,13,27,-10,93,100,x,96,97,94,-8,100
O=S(=O)(c1ccccc1)c1nc(-c2ccco2)oc1NCCCn1ccnc1,32,4,-2,101,102,10,98,96,100,-20,99
Cc1ccnc(NC(=O)c2ccc3c(c2)OCO3)c1,11,12,-3,94,95,x,96,96,96,-34,97
COc1ccc(CCNc2c(C)c(C)nc3ncnn23)cc1,29,12,3,101,99,x,98,99,97,-6,105
CC(c1ccccc1)n1c(NCCCn2ccnc2)nc2c1c(=O)[nH]c(=O)n2C (centres undefined),17,16,-6,103,105,x,103,103,101,-12,113
CN1/C(=C\C=[N+](C)c2ccccc2)C(C)(C)c2ccccc21,51,8,6,102,101,x,101,100,100,-21,103
CC(C)CCN1CC(O)=C(c2nc(-c3ccc(Cl)cc3)cs2)C1=N,30,8,4,99,101,x,100,100,101,12,102
COc1cc(CN2CCN(Cc3ccc([N+](=O)[O-])cc3)CC2)c([N+](=O)[O-])cc1OC,10,9,-48,103,98,-13,98,95,101,-8,99
COC(=O)c1ccc(Cn2nc(C)cc2C)cc1,9,5,-10,99,99,x,101,99,102,-21,105
Nc1nnnn1/N=C/c1cc(Cl)cc(Cl)c1OCc1ccc(Cl)cc1Cl,46,6,9,99,103,25,102,101,101,-22,107
CCCCNCCOCCOc1ccc(Cl)cc1Br,13,6,17,104,106,11,101,102,103,22,107
O=c1c2ccc(Cl)cc2nc(-c2ccc([N+](=O)[O-])cc2)n1O,18,9,-5,96,96,4,95,91,97,0,97
CCOC(=O)c1c(NC(=O)CSc2nncn2C)sc(C)c1C,34,12,-5,101,96,-10,98,99,99,-10,99
COc1ccccc1NC(=S)NC1CCCCCC1,17,6,-5,101,100,-35,99,97,99,-62,103
COc1cccc(NC(=O)Nc2cc(Cl)ccc2C)c1,26,7,-31,97,100,-23,96,97,97,-17,101
COc1ccc(S(=O)(=O)N/N=C(/C)c2ccc(Cl)cc2)cc1,15,34,8,96,100,x,97,96,98,-17,100
Cc1ccc(C(=O)N(Nc2nc3ccccc3s2)C(=O)c2ccc(C)cc2)cc1,10,16,11,101,102,15,102,100,99,-3,106
CN(NC1CC(=O)N(c2ccccc2)C1=O)c1ccccc1 (centres undefined),12,14,21,96,105,-17,99,99,100,-20,103
CCn1c(/C=C/Nc2ccccc2)[n+](CC)c2cc(Cl)c(Cl)cc21,4,3,27,97,96,18,96,100,96,4,96
CN1CCN(C(=O)C2=C[C@@H](c3coc4ccccc4c3=O)C[C@@H](OCc3ccc(CO)cc3)O2)CC1,17,6,41,101,98,x,98,96,97,-2,101
C/C=C/c1ccc(OCCCCOc2ccccc2C(C)=O)c(OC)c1,17,15,28,104,100,7,99,97,97,-42,100
Cc1ccc(S(=O)(=O)N2CCCCC2)cc1NC(=O)COC(=O)c1ccc2c(c1)OCO2,23,11,-12,102,100,11,98,97,101,7,100
COc1ccc(Br)c2oc(S)cc(=O)c12,19,11,64*,100,102,3,101,97,99,-7,101
Fc1ccc(Nc2ncnc3sc4c(c23)CCC4)cc1F,16,7,19,99,104,x,99,98,98,-15,100
Cn1ncc2c(NNC(=O)c3ccc(O)cc3)ncnc21,15,12,-8,95,97,-15,96,97,96,-44,102
COc1cc(-c2nc(CN3CCN(c4ncccn4)CC3)c(C)o2)ccc1F,52,9,8,96,96,8,96,96,98,-8,98
O=C(NCc1ccco1)C(c1ccccc1)N(CC1CCCO1)C(=O)Cn1nnc2ccccc21 (centres undefined),13,38,15,101,100,-16,99,98,98,-19,97
CCn1c(C)csc1=NC(=O)c1ccccc1,28,12,-8,102,100,x,104,98,102,-16,107
COc1cccc(NS(=O)(=O)c2ccc3[nH]cc(C(=O)N(C)Cc4ccco4)c(=O)c3c2)c1,37,5,10,98,98,x,99,98,98,58*,104
CCOC(=O)c1ccc(NC(=O)COc2ccc(S(=O)(=O)NC(C)(C)C)cc2)cc1,13,21,5,98,101,-37,100,98,100,-11,106
O=S(=O)(Nc1ncccc1O)c1ccc(Cl)cc1,26,23,9,98,103,x,101,102,101,14,107
CCOC(=O)c1c(C=O)c(C)n(Cc2ccc(C)cc2)c1C,51,9,11,100,98,x,101,97,98,9,98
O=S(=O)(c1ccc(S(=O)(=O)N2CCOCC2)cc1)N1CCCC1,11,11,11,96,101,x,101,100,103,9,107

# The list goes on:
SMILES,GSH bead fluor,Avidin fluor,Mcl1-Noxa inh,Rab7 wt GTP bind,Cdc42 wt,Pf gametocyte,HRas wt GTP bind,Rac1 act GTP bind,Rab2A wt mod,Mcl1 Bid PPI,Rac1 wt modul
CS(=O)(=O)Nc1ccccc1C(=O)NC1CC2CCC1C2 (centres undefined),14,17,16,104,101,-24,102,99,103,15,100
COCCCNCC(O)COc1cccc2[nH]c(C)cc12 (centres undefined),14,10,14,101,98,4,99,95,99,-41,100
Cc1cc(C(=O)COc2ccccc2C(N)=O)c(C)n1C,12,12,2,94,96,2,96,96,95,-38,95
CCCCS(=O)(=O)/C=C\C=C/S(=O)(=O)CCCC,40,3,40,99,95,x,99,94,98,-8,103
CSC1=NCCN1S(=O)(=O)c1ccc(Cl)cc1,12,11,-5,97,101,6,98,97,97,1,100
Cc1nc(-c2ccc([N+](=O)[O-])cc2)sc1C(=O)O,17,7,31,103,97,-6,98,95,96,19,101
Nc1ccccc1-c1nnc(-c2ccccc2N)n1N,18,8,4,112,107,4,108,105,107,-41,119
CC(C)CC1c2[nH]c3ccccc3c2CCN1C(=O)CCC(=O)N(C)C (centres undefined),9,9,6,102,94,x,95,96,97,-22,96
CCSC1=C(C#N)C(c2ccccc2Cl)CC(=O)N1 (centres undefined),4,13,-3,101,105,-2,104,102,102,-28,107
